D2 agonist – activates the human D2 dopamine receptor. activation, % at 2 µM. 340,000 tested, 0.53% active. P14416. HEK293 T-REx D2 cells, calcium flux agonist mode;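 active means activation over 3 SD above normal in the single-dose calcium agonist read, cut at about 30% in these data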; further: 0% is about no effect
Target sequence (P14416 whole entry, looked up): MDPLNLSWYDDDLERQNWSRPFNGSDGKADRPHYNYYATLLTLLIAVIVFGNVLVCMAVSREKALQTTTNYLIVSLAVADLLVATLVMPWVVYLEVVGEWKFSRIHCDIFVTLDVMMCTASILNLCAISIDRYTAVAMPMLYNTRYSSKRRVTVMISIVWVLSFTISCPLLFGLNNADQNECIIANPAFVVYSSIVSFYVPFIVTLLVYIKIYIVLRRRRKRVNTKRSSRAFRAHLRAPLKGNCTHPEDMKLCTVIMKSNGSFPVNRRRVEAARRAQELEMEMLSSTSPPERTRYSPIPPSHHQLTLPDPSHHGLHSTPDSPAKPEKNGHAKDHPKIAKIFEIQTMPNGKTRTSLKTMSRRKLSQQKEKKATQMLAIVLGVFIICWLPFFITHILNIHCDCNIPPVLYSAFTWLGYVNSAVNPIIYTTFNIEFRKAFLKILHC
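Tetracycline-induced HEK293 T-REx cells with force-coupled D2 receptor, plated overnight at 30 C, loaded with no-wash calcium dye. After a 10 s baseline, compound was pin-added and calcium flux read kinetically for 180 s; calcium rises flagged agonists.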
TRHR agonist – agonists of human TRH receptor; 360,000 tested, 0.18% active; AID 493084; P34981; activation, % at 2 µM; TRHR cells, calcium flux fluo-8, FDSS agonist mode; in the data active means activation above about 30%; further: 0% is about no effect
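In this calcium-flux screen, cells bearing human TRHR are dye-loaded with fluo-8, baselined for 10 cycles, then exposed to library compounds; positive kinetic calcium responses during the agonist phase mark hits, with TRH as control.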
IDH1 R132H inh – inhibitors of human mutant IDH1 R132H | O75874 | IDH1-R132H enzyme, NADPH consumption, diaphorase/resazurin fluorescence | Potency, µM (doses to about 76.6 µM), for inactives: at the top dose activity change, negative = inhibition, actives largely listed as inhibitors | 390,000 tested, 0.093% active | AID 602179; further: potency means the concentration at half of the fitted maximal effect; on the % scale 0 is the no-effect control and ±100 the full control effect; nearly all actives have a fitted effect of over 65% in size
Target sequence (O75874 whole entry R132H, stated change not applied): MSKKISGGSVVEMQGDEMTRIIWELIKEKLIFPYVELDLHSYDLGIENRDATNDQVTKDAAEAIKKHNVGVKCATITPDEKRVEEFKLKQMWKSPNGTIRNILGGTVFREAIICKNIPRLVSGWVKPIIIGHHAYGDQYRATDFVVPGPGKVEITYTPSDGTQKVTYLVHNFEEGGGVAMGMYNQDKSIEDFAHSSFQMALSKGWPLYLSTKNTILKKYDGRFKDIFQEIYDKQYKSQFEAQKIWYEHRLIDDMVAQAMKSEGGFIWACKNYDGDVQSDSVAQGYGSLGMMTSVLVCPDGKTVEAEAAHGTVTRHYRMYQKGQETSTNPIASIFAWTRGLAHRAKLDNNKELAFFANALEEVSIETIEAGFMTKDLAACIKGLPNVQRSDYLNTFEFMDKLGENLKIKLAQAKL
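IDH1-R132H (0.5 ug/mL) preincubated 30 min with compound, then NADPH (0.016 mM) and alpha-KG (2 mM) added; 80 min at RT, pH 7.5. Remaining NADPH coupled via diaphorase/resazurin to fluorescence (540/590 nm); concentration-response curves normalized to no-enzyme control.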
TrxR1 substrate – substrates of rat thioredoxin reductase 1; AID 588456; Potency, µM (highest dose often 114 µM), for inactives: at the highest dose activity change, negative = substrate turnover; purified TrxR1 substrate turnover, NADPH consumption readout; 390,000 tested, 0.01% active; O89049; further: potency means the concentration at half of the fitted maximal effect; on the % scale 0 is the no-effect control and ±100 the full control effect; nearly all actives have a fitted effect of over 50% in size
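Rat TrxR1, dispensed at 90 nM, was prereduced with 400 uM NADPH (final) for 5 min at ~22 deg C, then incubated with compound 15 min before 400 uM selenite. A first-read NADPH fluorescence drop versus no-compound background flagged substrates.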
USP1-UAF1 inh – USP1/UAF1 (human) deubiquitinase inhibition; O94782; recombinant USP1/UAF1, Ub-Rhodamine cleavage fluorescence; Potency, µM (series often up to 57.1 µM), for inactives: at the top dose activity change, negative = inhibition, usual class: inhibitors; 390,000 tested, 0.23% active; AID 743255; further: potency means the concentration at half of the fitted maximal effect; on the % scale 0 is the no-effect control and ±100 the full control effect; nearly all actives have a fitted effect of over 60% in size; inactives centre near -12
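High-throughput fluorogenic screen: 1nM USP1/UAF1 complex, Ub-Rho substrate 150nM final, 50mM HEPES pH 7.8 with 0.5mM EDTA, 0.1 mg/ml BSA, 1mM TCEP and 0.01% Tween-20.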
D2 antagonist – D2 dopamine receptor (human) antagonism; P14416; HEK293 TREx D2 cells, calcium flux, dopamine EC80; inhibition, % at 10 µM; 340,000 tested, 2% active; AID 485344; in the data active means inhibition above about 30%; further: 0% is about no effect
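HEK293 T-REx D2 cells, tet-induced, calcium dye no-wash. Cpd pintool add, 180 s kinetic, then EC80 DA, 180 s kinetic. Ca flux read.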
Pin1 inh – inhibitors of human Pin1; Q13526; 390,000 tested, 0.009% active; AID 504891; Potency, µM (titrated, usually from 115 µM), for inactives: top-dose activity, negative = inhibition, actives largely listed as inhibitors; Pin1 FP peptide displacement, HiFluor488, 10 min; active means well fitted inhibition curve with a large enough effect in the polarisation, with a control signal flat, not every such curve was filed as active; inconclusive means small, poorly fitted or top-dose-only effect, or effect the other way, or a change in a side signal; inactive means no such curve, though single readings can be large or run the other way; the % refers to the polarisation; further: potency means the concentration at half of the fitted maximal effect; on the % scale 0 is the no-effect control and ±100 the full control effect
Target sequence (Q13526 whole entry, looked up): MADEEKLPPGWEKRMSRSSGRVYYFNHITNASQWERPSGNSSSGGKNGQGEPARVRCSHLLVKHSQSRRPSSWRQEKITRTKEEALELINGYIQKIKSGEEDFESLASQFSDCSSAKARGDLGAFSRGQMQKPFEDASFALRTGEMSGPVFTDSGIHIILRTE
TrxR1 inh – rat TrxR1 inhibition; O89049; 390,000 tested, 1% active; recombinant rTrxR1, NADPH fluorescence consumption, selenite substrate; Potency, µM (top dose mostly 114 µM), for the others: at the highest dose activity change, negative = inhibition, actives largely listed as inhibitors; further: potency means the concentration at half of the fitted maximal effect; on the % scale 0 is the no-effect control and ±100 the full control effect; nearly all actives have a fitted effect of over 65% in size
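Rat TrxR1 (90 nM in the dispensed reagent) was pre-reduced with 400 uM NADPH for 5 min at room temperature, then incubated with compound for 15 min. After 400 uM selenite was added, NADPH fluorescence (Ex 340/Em 450 nm) was followed for 8 min.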
TRHR enhancer – TRH receptor (human) allosteric enhancement; 360,000 tested, 0.66% active; TRHR cells, fluo-8 calcium fluorescence, EC20 TRH enhancement; enhancement, % at 2 µM; in the data active means enhancement above about 30%; further: 0% is about no effect
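Enhancer read-out: after compound pinning and an initial kinetic agonist-mode read, an EC20 of TRH (10 nM final) was injected and fluo-8 calcium signal (Ex 480/Em 530) followed at 1 s/cycle for 100 cycles in TRHR-expressing cells.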
Numbers without * were called inactive; ? = inconclusive; . = not tested or not shown; [ ] = dose if it differs, or a comment. Unless noted, the call rests on the fitted dose curve; in most records, active means well fitted inhibition curve with a large enough effect; inconclusive means small, poorly fitted or top-dose-only effect; inactive means no such curve, though single readings can be large or run the other way.

Below each SMILES – D2 agonist	TRHR agonist	IDH1 R132H inh	TrxR1 substrate	USP1-UAF1 inh	D2 antagonist	Pin1 inh	TrxR1 inh	TRHR enhancer
CCOC(=O)NC(=O)C(=CNNc1ncc(C(F)(F)F)cc1Cl)C(=O)NC(=O)OCC
→ 0.5	-0.5	-11%	0%[57.1 µM]	-18%	-18	-3%	0%[57.1 µM]	-1
CCOc1ccc(CCNS(=O)(=O)c2cnc[nH]2)cc1OCC
→ -0.7	0.2	8%	4%[57.1 µM]	-26%	23	-3%	8%	-3
COc1cc(CN2CCNC(=O)C2CC(=O)N(Cc2nccn2C)C(C)C)cc(OC)c1 (stereo not drawn)
→ 0.0	0.2	2%	1%	-8%	1	0%	-4%	-3
NS(=O)(=O)c1ccc(CNC(=O)Cc2ccsc2)cc1
→ .	.	-10%	2%	-12%	.	6%	25%	.
CCN(CC)S(=O)(=O)c1ccc(C(=O)NNc2nc(-c3ccccc3)c3cc(Br)ccc3n2)cc1
→ -0.3	0.0	-4%	-4%	-19%	0	0%	-9%	-4
Nc1nc(-c2cc3c(cc2Cl)OCCO3)cs1
→ -0.3	-1.2	7%	5%[57.1 µM]	-20%	1	-1%	1%[57.1 µM]	-1
COc1ccc(C(=O)NNC(=O)CSc2nnc(C3CC3)n2C)cc1
→ 0.5	0.2	1%	-8%	-17%	-20	-4%	3%[57.1 µM]	7
Cc1nc(N2C(=O)C(=O)/C(=C(/O)c3ccccc3)C2c2ccco2)sc1C (stereo not drawn)
→ -0.5	0.2	3%	-11%	-9%	10	-1%	-32%	2
O=C(Cn1c(=O)sc2ccccc21)NCc1ccccn1
→ 0.4	0.2	-9%	-4%[57.1 µM]	-5%	0	-8%	-2%[57.1 µM]	-2
COc1ccc(-c2cc(C(F)F)n3ncc(C(=O)Nc4ccc(C(=O)N5CCOCC5)cc4)c3n2)cc1
→ 0.6	-0.8	-4%	1%	-17%	3	-4%	16%	1
CCOC(=O)c1cnc2c(-c3ccccc3)cnn2c1N
→ -0.1	0.0	-11%	33%[activator]	-16%	-24	-3%	17%	-8
CCNc1ccc(-c2nc(-c3ccccn3)no2)cc1[N+](=O)[O-]
→ -1.4	-1.0	-2%	2%	-12%	.	6%	12%	7
COc1cccc2cc(-c3nc4ccccc4o3)c(=O)oc12
→ 0.1	1.8	4%	5%[57.1 µM]	-3%	-1	1%	25%[57.1 µM]	11
CN(C)S(=O)(=O)c1ccc(Cl)c(C(=O)OCC(=O)NC(=O)NC2CCCC2)c1
→ 0.5	0.0	-7%	-1%	-20%	2	5%	17%	-7
CCCn1c(C(C)Nc2nc(C)cs2)nc2cc(Cl)c(Cl)cc21 (stereo not drawn)
→ -0.1	-1.6	11%	-4%	-32%	-5	10%	-7%	2
CCO/C=C1/C(=O)N(c2ccccc2OC)C(=O)c2ccccc21
→ 1.0	-0.2	-3%	75%[activator][57.1 µM]	?	-7	-10%	-33%	2
CN(C)S(=O)(=O)N(CC(=O)Nc1ccc(S(=O)(=O)N2CCCC2)cc1)c1ccccc1
→ 0.6	0.5	1%	-14%	1%	-3	1%	-13%	-4
COc1cc(C(=O)O[C@H]2C/C(C)=C/CC[C@]3(C)O[C@@H]3C(O)C2C(C)C)cc(OC)c1OC (stereo partly drawn)
→ -0.1	0.9	7%	-3%[2.29 µM]	-14%	11	3%	-9%[2.29 µM]	1
COCCN(CC(=O)Oc1ccccc1P(=O)(OC)OC)Cc1ccccc1
→ -0.1	0.0	-6%	-1%[57.1 µM]	5%	6	-4%	11%[57.1 µM]	13
CCOc1ccc(OCc2ccc(C(=O)Nc3cc(OC)c(OC)c(OC)c3)o2)cc1
→ -0.8	-0.6	1%	1%	?	.	-4%	7%	1
CC(=O)c1ccc(NC(=O)C2CC(=O)Nc3nc4ccccc4n32)cc1 (stereo not drawn)
→ 0.8	-0.3	5%	-5%	-2%	-2	4%	15%	-1
COc1ccc(Cc2noc(CN(C)C3CC(C)(C)NC(C)(C)C3)n2)cc1OC
→ -0.9	0.6	7%	-1%	-23%	10	0%	3%	-4
COc1cc(CC(=O)OCC(=O)NC2CCCCC2)cc(OC)c1OC
→ 0.3	-0.5	15%	4%[57.1 µM]	-10%	6	1%	11%[57.1 µM]	7
Cc1sc(NC(=O)c2ccco2)c(CN2CCC(C)CC2)c1C
→ 0.0	-0.4	1%	-9%	-7%	-8	-2%	-2%	3
CCC(=O)c1ccc(OCC(=O)OCC(=O)N2CCN(c3ccc(OC)cc3)CC2)cc1
→ 0.1	-0.3	-3%	5%[57.1 µM]	-2%	-15	0%	5%	1
Cc1ccc(C2CC2C(=O)NNC(=S)Nc2cccc(Cl)c2)cc1 (stereo not drawn)
→ 0.4	-0.7	0%	-6%	-24%	12	4%	-34%	-2
c1ccc2c(c1)Nc1cc3ccccc3cc1O2
→ .	.	-4%	6%	-2%	.	-1%	3%	.
COc1ccc(NC(=O)c2ccc(NC(=O)c3ccco3)cc2)c(OC)c1
→ .	0.1	0%	-5%	-8%	.	6%	-3%	-5
CCc1ccc(-c2nc3c(c(SCc4ccc(F)cc4)n2)Cc2c(CO)cnc(C)c2O3)cc1
→ 0.8	0.1	-5%	5%	0%	.	-9%	15%	3
CC(=O)c1c(C)[nH]c(C(=O)COC(=O)c2ccc3c(=O)n4c(nc3c2)CCC4)c1C
→ 0.0	0.4	4%	26%	-14%	-7	-4%	31%	8

Among those listed so far, these contain an aryl thioether with sulfur outside any ring.
Below each SMILES – D2 agonist	TRHR agonist	IDH1 R132H inh	TrxR1 substrate	USP1-UAF1 inh	D2 antagonist	Pin1 inh	TrxR1 inh	TRHR enhancer
COc1ccc(C(=O)NNC(=O)CSc2nnc(C3CC3)n2C)cc1
→ 0.5	0.2	1%	-8%	-17%	-20	-4%	3%[57.1 µM]	7
CCc1ccc(-c2nc3c(c(SCc4ccc(F)cc4)n2)Cc2c(CO)cnc(C)c2O3)cc1
→ 0.8	0.1	-5%	5%	0%	.	-9%	15%	3

The main list resumes; the four compounds before the break are reprinted first.
canonical_smiles	D2 agonist	TRHR agonist	IDH1 R132H inh	TrxR1 substrate	USP1-UAF1 inh	D2 antagonist	Pin1 inh	TrxR1 inh	TRHR enhancer
c1ccc2c(c1)Nc1cc3ccccc3cc1O2	.	.	-4%	6%	-2%	.	-1%	3%	.
COc1ccc(NC(=O)c2ccc(NC(=O)c3ccco3)cc2)c(OC)c1	.	0.1	0%	-5%	-8%	.	6%	-3%	-5
CCc1ccc(-c2nc3c(c(SCc4ccc(F)cc4)n2)Cc2c(CO)cnc(C)c2O3)cc1	0.8	0.1	-5%	5%	0%	.	-9%	15%	3
CC(=O)c1c(C)[nH]c(C(=O)COC(=O)c2ccc3c(=O)n4c(nc3c2)CCC4)c1C	0.0	0.4	4%	26%	-14%	-7	-4%	31%	8
COc1ccc(N2CC(C(=O)OCC(=O)NCc3ccccc3)CC2=O)cc1 (stereo not drawn)	0.2	-0.5	-3%	-6%	3%	-8	-4%	15%	6
COc1ccc(OC)c(NC2c3ccccc3C(=O)N2c2cccnc2)c1 (stereo not drawn)	0.6	-0.2	0%	20%[57.1 µM]	-8%	9	-8%	0%[57.1 µM]	4
O=C(O)c1ccc(NC(CSCc2cccc(F)c2)C(=O)O)c([N+](=O)[O-])c1 (stereo not drawn)	0.3	0.4	5%	3%[57.1 µM]	-16%	-7	?	-2%[57.1 µM]	-5
Cc1oc2c(c1C(=O)Nc1ccc(OC(F)(F)F)cc1)C1=NCCN1C=N2	-0.4	0.7	5%	-3%[57.1 µM]	5%	.	5%	4%[57.1 µM]	-3
O=C(CC(c1ccccc1)c1ccccc1O)NCc1ccco1 (stereo not drawn)	-0.5	-1.0	5%	-3%	6%	0	1%	-19%	-5
O=C(COC(=O)c1ccc(-c2ccc([N+](=O)[O-])cc2)o1)NC(=O)NC12CC3CC(CC(C3)C1)C2	0.5	-0.2	-1%	-10%	-8%	5	37%[activator]	?	-1
NS(=O)(=O)c1ccc(NC(=O)Nc2ccc(C(F)(F)F)cc2)cc1	0.4	0.4	5%	-7%	-23%	16	-8%	-6%	-3
COc1ccc(NC(=O)c2ccc(COCC(F)(F)F)cc2)cc1OC	-0.5	-0.2	2%	-2%	-14%	-6	-3%	9%	3
Cc1ccc(CN2CC[C@H]3C=CCc4cccc(c43)C2)cc1	-0.4	-0.3	5%	5%	?	57*	-4%	0%	5
O=C(N/N=C/c1ccc(Cl)s1)c1ccccc1[N+](=O)[O-]	0.1	0.1	4%	-3%	-14%	1	11%	-1%	0
Cc1nc(NC(=O)c2ccccc2)sc1-c1csc(Nc2cccc(Cl)c2)n1	0.0	0.2	.	.	.	-8	.	.	1
O=C(c1ccco1)c1coc2c1cc(O)c1ccccc12	0.5	0.0	9%	-4%	?	12	-10%	-9%	-2
CC(=O)Nc1ccc(NC(=O)C(C)OC(=O)CC2CCCC2)cc1 (stereo not drawn)	-0.7	1.0	-3%	-6%	-3%	0	-1%	4%	-2

Screening results as filed in PubChem BioAssay.

Some of the compounds tested. The share of hits here may be higher or lower than overall.
